Screening results as filed in PubChem.
Mdm2 ligase inh: inhibitors of human Mdm2 E3 ubiquitin ligase | signal enhancement, % at 5 µM | Q00987 | hit rate 0.11% among 210,000 | cell-based MDM2 ubiquitination luciferase reporter, 2 h; 0 = plate control, 100 = twice control, blank-subtracted | AID 1230;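 active means signal enhancement of 30% or more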;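 further: luminescence tracks abundance of the self-degrading MDM2-luciferase fusion protein; higher signal means inhibition of MDM2 E3 ligase activity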
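Timing – 2 h compound exposure at 37 °C · Assay system – mammalian cells stably expressing self-ubiquitinating, self-degrading MDM2 E3–luciferase fusion · Amount – 2000 cells seeded into each well · Measure – % luminescence enhancement versus blank-corrected plate control mean · Measured by – SteadyLite luminescence, 15 min reagent step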
Runt-CBFb FRET: Runt domain-CBFb interaction inhibition. Q01196+Q13951. Cerulean-Runt/Venus-CBFb FRET ratio 530/480, 1 h. inhibition, % at 20 µM. hit rate 0.46% among 220,000;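 active means inhibition over about 50% at 20 µM in the single-dose screen, limit read from the data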;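 further: 0% = DMSO wells and 100% = excess unlabeled CBFb competitor control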
Target sequence (Q01196 whole entry, looked up, the tested form may be a part): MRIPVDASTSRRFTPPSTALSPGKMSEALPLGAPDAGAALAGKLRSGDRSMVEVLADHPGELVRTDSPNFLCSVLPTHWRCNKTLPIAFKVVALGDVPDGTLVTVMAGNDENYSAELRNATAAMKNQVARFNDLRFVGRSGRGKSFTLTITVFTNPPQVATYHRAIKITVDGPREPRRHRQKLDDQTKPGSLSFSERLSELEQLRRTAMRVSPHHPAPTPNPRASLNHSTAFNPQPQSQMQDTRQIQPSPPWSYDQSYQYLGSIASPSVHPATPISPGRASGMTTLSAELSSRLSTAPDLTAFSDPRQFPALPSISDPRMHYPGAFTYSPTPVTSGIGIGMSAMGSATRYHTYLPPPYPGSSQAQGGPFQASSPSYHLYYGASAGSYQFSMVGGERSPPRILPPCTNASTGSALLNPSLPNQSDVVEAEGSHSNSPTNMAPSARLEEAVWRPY
Target sequence (Q13951 whole entry, looked up, the tested form may be a part): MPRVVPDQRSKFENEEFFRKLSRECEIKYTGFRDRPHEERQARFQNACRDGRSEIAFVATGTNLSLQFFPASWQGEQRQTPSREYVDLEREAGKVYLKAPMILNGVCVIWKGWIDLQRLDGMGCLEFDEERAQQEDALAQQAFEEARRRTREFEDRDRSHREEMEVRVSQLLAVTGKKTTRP
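Reagent – Venus-CBFb binding partner, 100 nM · Assay system – Cerulean-tagged RUNX1 Runt domain (FRET donor) fusion protein · Input – 100 nM per protein · Incubation – two 1 h room-temperature incubations shielded from light · Measured by – FRET fluorescence · Medium – Tris buffer pH 7.5 with salts and BSA · Benchmarks – unlabeled CBFb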
Hck-Nef inh: human Hck-Nef kinase inhibition | Recombinant Hck-YEEI plus Nef, Z-Lyte FRET kinase assay | hit rate 0.68% among 220,000 | inhibition, % at 20 µM | P08631;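 active means Hck-Nef kinase inhibition above about 50%, limit read from the data; inactive means inhibition below that limit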;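 further: 0% = DMSO with Hck plus Nef and 100% = Hck alone without Nef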
TbHK1 inh: blocks Trypanosoma brucei hexokinase 1 activity. recombinant TbHK1, G6PDH-coupled NADH A340. inhibition, % at 10 µM. hit rate 0.11% among 220,000. AID 1430;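 active means inhibition of 50% or more in the single-dose primary screen; inactive means inhibition below 50%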
Runt-SMMHC FRET: inhibitors of human RUNX1 Runt domain binding to CBFb-SMMHC | Q01196+Q13951 | Cerulean-Runt/Venus-CBFb-SMMHC FRET ratio 530/480, 1 h | inhibition, % at 20 µM | hit rate 0.74% among 220,000;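 active means mean inhibition across duplicate retests at 20 µM reaching about 50%, limit read from the data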;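 further: 0% = DMSO wells and 100% = wells with excess untagged CBFb-SMMHC; inhibitors lower the FRET ratio by blocking Runt binding to CBFb-SMMHC; some results filed as inactive read as strong as hits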
14-3-3 Bad PPI: disrupts binding of bovine 14-3-3 zeta to phospho-Bad peptide. hit rate 0.71% among 220,000. AID 781. inhibition, % at 21.7 µM. P63103. TR-FRET 14-3-3zeta/Dy647-pBad peptide displacement, 1 h;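 active means inhibition above about 70%, limit read from the data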;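 further: 0% = full 14-3-3 plus peptide FRET controls and 100% = background without 14-3-3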
p47phox inh: p47phox (human) inhibition. inhibition, % at 24.7 µM. p47phox/p22phox peptide binding, fluorescence polarization, 2 h. P14598. hit rate 0.53% among 220,000;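 active means inhibition above about 30%, limit read from the data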;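 further: 0% = p47phox with labelled peptide and 100% = labelled peptide alone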
EBV gp42 inh: EBV gp42 inhibition; inhibition, % (tested at 21.74 µM); hit rate 0.42% among 220,000; Fluorescence polarization binding assay, mP read-out; in the data active means inhibition above about 50%
Target sequence (Q1HVG2 whole entry, looked up): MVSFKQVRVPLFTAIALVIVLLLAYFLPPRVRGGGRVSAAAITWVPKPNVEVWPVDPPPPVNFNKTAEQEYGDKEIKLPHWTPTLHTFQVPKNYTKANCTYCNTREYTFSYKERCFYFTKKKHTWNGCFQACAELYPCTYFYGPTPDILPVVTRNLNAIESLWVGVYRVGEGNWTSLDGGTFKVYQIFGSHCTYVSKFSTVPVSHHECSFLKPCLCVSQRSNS
L929 necroptosis: L929 zVAD cell death inhibition; L929 zVAD necroptosis rescue, ATP luminescence, 24 h; with zVAD 60 µM; viability rescue, % at 10 µM; hit rate 0.38% among 220,000; AID 1377;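 active means activation, scaled between plate controls, above about 75%, limit read from the data; inactive means activation under that limit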;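 further: 0% = zVAD with DMSO and 100% = DMSO alone without zVAD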
Numbers without * were called inactive; . = not tested or not shown; [ ] = dose if it differs, or a comment.

No.	Structure	Mdm2 ligase inh	Runt-CBFb FRET	Hck-Nef inh	TbHK1 inh	Runt-SMMHC FRET
1	CCOC(=O)N1CCN(CC(=O)Nc2ccc(F)cc2F)CC1	-2.6	1.1	26.0	-2.7	1.6
2	CCN(CC)CCOC(=O)C1(c2ccc(OC)c(OC)c2)CCCC1	5.1	1.8	8.5	-5.6	-1.6
3	CCOC(=O)c1sc(=NC(=O)c2ccc(S(=O)(=O)N3CC(C)OC(C)C3)cc2)n(C)c1C (centres undefined)	-24.2	-4.4	0.3	1.8	-2.8
4	Brc1ccc(CN2C3=NCCCN3c3ccccc32)cc1	-6.2	1.0	-2.4	10.2	-3.2
5	Cc1ccc2cc(C#N)c(N3CCCN(C(=O)C4CCCO4)CC3)nc2c1C (centres undefined)	-18.6	6.3	0.0	-2.4	64.3*
6	OCCNCc1cccc(OCc2ccc(Cl)cc2)c1	-0.9	-0.9	3.7	5.0	3.1
7	COc1ccc2c(c1)O[C@H](c1ccc3c(c1)OCO3)[C@@H](OC(=O)N[C@H]1CCCc3ccccc31)C2=O	.	4.7	1.8	-0.2	-3.7
8	Cc1nc2cc(C(=O)OCC(=O)Nc3ccc(C#N)cc3)ccc2n1-c1ccccc1	17.5	0.6	-10.0	14.7	-0.4
9	Cc1ccc(NC2CC(=O)N(CCc3ccccc3)C2=O)cc1 (centres undefined)	-16.6	1.7	1.0	-7.0	-0.5
10	CNC(=O)CN(Cc1ccccc1)S(=O)(=O)c1ccccc1	5.7	-1.8	-6.6	-2.0	-2.4

No.	14-3-3 Bad PPI	p47phox inh	EBV gp42 inh	L929 necroptosis
1	-2.6	-2.5	-10.5	-0.2
2	-2.6[fluorescence artefact?]	1.8	-18.3	-0.7
3	7.1	-8.6	-5.6	0.0
4	-4.4	-0.3	24.2	0.2
5	-5.9	-7.3	17.0	0.8
6	-0.2	-11.4	-1.0	2.0
7	6.6	-7.5	-8.8	4.6
8	-19.4[fluorescence artefact?]	-63.4	-8.9	0.9
9	-15.1	-2.9	-4.8	0.2
10	10.7	-9.9	-14.8	-0.7

(further entries)
No.	Structure	Mdm2 ligase inh	Runt-CBFb FRET	Hck-Nef inh	TbHK1 inh	Runt-SMMHC FRET
11	COc1ccc(/C=N\Nc2ccccc2[N+](=O)[O-])c(C(=O)O)c1OC	-8.0	-3.8	6.5	-71.2	-2.6
12	COC(=O)C1=C(C)NC(=O)NC1c1ccc(-c2ccccc2Cl)o1 (centres undefined)	0.0	4.9	-37.9	-1.6	-2.1
13	COc1cc(/C=N/n2cnnc2)ccc1OCc1ccccc1	-7.6	.	1.6	-17.2	-1.5
14	COc1cccc(C(c2c(N)[nH]c(=S)[nH]c2=O)c2c(N)[nH]c(=S)[nH]c2=O)c1	-15.3	50.9*	-22.2	-8.9	18.7
15	CCCCSc1nc2c(c(C(F)(F)F)c1C#N)CCC2	0.6	-0.2	-17.5	-1.2	3.3
16	Nn1c(SCc2cn3ccsc3n2)nnc1-c1ccncc1	-10.3	2.8	-8.3	5.2	0.1
17	COc1cc(C(F)(F)F)c(C(=O)N(C)c2ccc(Cl)cc2)cn1	-13.7	-1.5	13.4	-0.7	-2.0
18	CCOc1ccccc1NC(=S)/C(=C(\[O-])c1ccc2c(c1)OCCO2)[n+]1ccc(CC)cc1	4.6	6.4	8.3	-27.3	1.1
19	CC(=O)Nc1cccc(C(=O)/C=C/c2ccco2)c1	9.4	9.9	1.6	-2.4	2.2
20	CCc1ccccc1NC1=CC(=O)CC(C)(C)C1	-1.8	0.2	29.3	-3.6	-1.5

No.	14-3-3 Bad PPI	p47phox inh	EBV gp42 inh	L929 necroptosis
11	-1.8	-7.4	-16.5	0.4
12	-5.8	-12.7	-14.8	24.0
13	4.0	-20.2	0.6	0.0
14	-1.4	-17.9	-19.8	0.7
15	-4.9[fluorescence artefact?]	-10.7	-26.5	3.3
16	-6.1[fluorescence artefact?]	-9.6	-16.1	-0.8
17	-5.3	18.4	0.6	-0.9
18	-7.5	-19.6	-11.2	0.0
19	7.3	-14.9	-20.9	-0.2
20	-12.8	-3.2	10.3	3.6

(next part)
No.	Structure	Mdm2 ligase inh	Runt-CBFb FRET	Hck-Nef inh	TbHK1 inh	Runt-SMMHC FRET
21	O=C(Cc1cccs1)Nc1nnc(SCc2ccc(Br)cc2)s1	-5.9	1.1	3.5	17.2	-3.1
22	C=CCN(C(=O)c1cc(C)cc(C)c1)C1(C(=O)Nc2ccccc2)CCN(C(C)C)CC1	-8.0	0.6	15.2	3.9	2.1
23	c1coc(-c2nnc(SCc3nc4ccccc4[nH]3)o2)c1	-8.2	0.7	4.5	1.5	-1.9
24	COc1cc(/C=C(\C#N)c2ccccn2)ccc1OCc1ccccc1	-6.8	-1.4	4.1	-10.2	3.5
25	CCN(CC)CCNC(=O)/C(=N\O)c1ccccn1	-20.2	2.0	18.1	-2.8	0.6
26	COc1ccc(C2=NN(C(=O)/C=C/c3ccccc3)C(c3ccccc3)C2)c(OC(C)=O)c1 (centres undefined)	-10.3	-0.1	-2.2	-27.3	2.7
27	C=CCNC(=S)NNC(=O)c1cccc(Br)c1	-12.3	1.9	1.3	0.1	0.8
28	O=C(CSc1nc(-c2cccs2)cc(C(F)(F)F)n1)NCCCn1ccnc1	.	-2.3	9.6	-30.6	-1.4
29	NS(=O)(=O)c1ccc(NC(=O)COC(=O)c2ccc(Cl)nc2)cc1	-9.1	-2.8	3.2	1.1	3.2
30	S=C(Nc1ccc(Cl)cc1)NC1CCN(Cc2ccccc2)CC1	1.0	-2.1	2.3	15.2	-3.4

No.	14-3-3 Bad PPI	p47phox inh	EBV gp42 inh	L929 necroptosis
21	-4.4[fluorescence artefact?]	-17.8	-23.3	1.1
22	2.0	-2.7	-14.1	0.0
23	-0.6	-10.5	-12.8	0.2
24	8.4[fluorescence artefact?]	-11.3	-9.6	0.8
25	-5.7	5.0	-7.8	1.3
26	4.7	-60.1	-10.9	-0.5
27	-3.6	-2.1	-31.3	0.4
28	8.0[fluorescence artefact?]	-12.5	-11.8	-0.3
29	-8.4	-4.4	-6.1	3.8
30	-30.8	-14.2	5.5	-0.4

Additional entries follow:
No.	Structure	Mdm2 ligase inh	Runt-CBFb FRET	Hck-Nef inh	TbHK1 inh	Runt-SMMHC FRET
31	CCOC(=O)Cn1c(C)nc2ccccc21	-12.2	-1.2	0.8	3.0	2.5
32	Cc1ccc(/C=N/n2c(-c3ccco3)n[nH]c2=S)cc1	-15.0	15.2	-39.5	2.2	10.2
33	Cc1c(C)n(CC(O)CN2C(=O)c3ccccc3S2(=O)=O)c2ccccc12 (centres undefined)	-5.6	-0.1	-1.6	-5.8	2.3
34	Cc1ccc(C(=O)NNC(=O)C2CCN(S(=O)(=O)c3ccc(C)cc3)CC2)cc1	-7.9	0.6	6.0	-12.2	1.0
35	Cc1ccc(S(=O)(=O)NCc2ccc(C(=O)NCCCN3CCN(C)CC3)cc2)cc1	-19.8	1.3	-0.5	-2.3	1.8
36	Nc1ccc(C(=O)OCC(=O)Nc2ccc([N+](=O)[O-])cc2C(F)(F)F)cc1	-8.5	-0.2	1.7	-3.2	-0.3
37	COCCCNC1=C(Cl)C(=O)c2ccccc2C1=O	-9.1	1.2	8.7	-6.7	1.9
38	Cc1nc(-c2coc3cc(O)c(C)cc3c2=O)cs1	-66.4	-1.5	2.5	-14.4	2.9
39	CSc1ccc(CN(C)CC(=O)NC(=O)NC(C)(C)C)cc1	8.7	-2.0	2.0	4.2	2.5
40	CC1CC(C)CN(C(=O)Cc2c(C(=O)O)[nH]c3ccc(Cl)cc23)C1 (centres undefined)	-14.6	-1.9	6.3	1.4	-0.9

No.	14-3-3 Bad PPI	p47phox inh	EBV gp42 inh	L929 necroptosis
31	8.3	-9.3	9.5	-0.2
32	-0.8	4.6	-8.7	1.5
33	2.0[fluorescence artefact?]	-10.9	-9.3	0.0
34	-0.3	-12.1	-18.4	-0.2
35	4.9	1.1	-7.6	2.5
36	9.1	-1.5	0.1	2.0
37	0.6	-9.8	-6.3	0.1
38	-1.1	-11.3	-4.3	0.2
39	1.8[fluorescence artefact?]	-7.7	-3.3	1.1
40	-0.7	4.8	-0.6	0.1

Following part.
No.	Structure	Mdm2 ligase inh	Runt-CBFb FRET	Hck-Nef inh	TbHK1 inh	Runt-SMMHC FRET
41	COc1cc(/C=c2\sc3n(c2=O)CCCN=3)ccc1O	-4.8	-15.2	-0.6	-21.7	-44.7
42	COCC(=O)N1CCC(Oc2ccc(C(=O)NCc3cnc(C)cn3)cc2)CC1	-21.4	0.8	11.1	-7.9	-1.8
43	O=C(Nc1cc(-c2ccccc2)[nH]n1)c1ccccc1	-14.3	0.2	28.5	-7.2	-0.6
44	Nc1nncn1C(=O)CCCN1C(=O)c2ccccc2C1=O	4.8	-1.1	4.3	2.9	4.4

No.	14-3-3 Bad PPI	p47phox inh	EBV gp42 inh	L929 necroptosis
41	69.5	-2.5	-30.6	2.9
42	-5.9	0.3	-12.7	0.3
43	11.9	-3.0	-4.1	69.1
44	0.7	-7.8	3.2	-0.9

Of the compounds above, 5 have fluorine.
No.	Structure	Mdm2 ligase inh	Runt-CBFb FRET	Hck-Nef inh	TbHK1 inh	Runt-SMMHC FRET
1	CCOC(=O)N1CCN(CC(=O)Nc2ccc(F)cc2F)CC1	-2.6	1.1	26.0	-2.7	1.6
15	CCCCSc1nc2c(c(C(F)(F)F)c1C#N)CCC2	0.6	-0.2	-17.5	-1.2	3.3
17	COc1cc(C(F)(F)F)c(C(=O)N(C)c2ccc(Cl)cc2)cn1	-13.7	-1.5	13.4	-0.7	-2.0
28	O=C(CSc1nc(-c2cccs2)cc(C(F)(F)F)n1)NCCCn1ccnc1	.	-2.3	9.6	-30.6	-1.4
36	Nc1ccc(C(=O)OCC(=O)Nc2ccc([N+](=O)[O-])cc2C(F)(F)F)cc1	-8.5	-0.2	1.7	-3.2	-0.3

No.	14-3-3 Bad PPI	p47phox inh	EBV gp42 inh	L929 necroptosis
1	-2.6	-2.5	-10.5	-0.2
15	-4.9[fluorescence artefact?]	-10.7	-26.5	3.3
17	-5.3	18.4	0.6	-0.9
28	8.0[fluorescence artefact?]	-12.5	-11.8	-0.3
36	9.1	-1.5	0.1	2.0
